BAZ2B inh: qHTS Assay for Inhibitors of BAZ2B; actives 4.4% (n = 360,000); AID 504333, 2011; Bromodomain adjacent to zinc finger domain protein 2B (Homo sapiens), Q9UIF8; AlphaScreen BAZ2B-H3K14Ac peptide displacement; Potency, µM (titrated, usually from 114 µM), for inactives: at the highest dose activity change, negative = inhibition, usual class: inhibitors; also: % is scaled to controls: 0 for no effect and ±100 for the full control effect; nearly all actives have a fitted effect of over 60% in size
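Multi-concentration screen (max 110 uM) measuring displacement of acetylated histone H3 peptide from BAZ2B by AlphaScreen, using 50 nM protein, 50 nM peptide and 10 ug/mL streptavidin donor plus Ni-chelate acceptor beads.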
G9a block: qHTS Assay for Inhibitors of Histone Lysine Methyltransferase G9a; Potency, µM (titrated, usually from 102 µM), without a hit: top-dose activity, negative = inhibition, hits mostly inhibitors; G9a H3K9 monomethylation, AlphaScreen, 2 h; AID 504332, 2011; actives 8.8% (n = 350,000); also: % is scaled to controls: 0 for no effect and ±100 for the full control effect; nearly all actives have a fitted effect of over 75% in size
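Enzyme 20 nM + cpd, 15 min RT; add b-H3K9 pep 500 nM / SAM 20 uM; 2 h RT; anti-H3K9me1 Ab 0.5 ug/mL + SA donor / anti-rabbit acceptor beads 20 ug/mL each, 10 min; AlphaScreen read.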
APEX1 inh: qHTS Assay for Inhibitors of the Human Apurinic/apyrimidinic Endonuclease 1 (APE1); DNA repair nuclease/redox regulator APEX1 (Homo sapiens), P27695; recombinant APE1, TAMRA/BHQ-2 abasic DNA cleavage fluorescence; Potency, µM (highest dose often 65.8 µM), inactives show top-dose activity change, negative = inhibition, hits mostly inhibitors; actives 0.35% (n = 350,000); AID 2517, 2012;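 also: plate controls were vehicle for no effect and reference inhibitor for full effect; nearly all actives have a fitted effect of over 55% in size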
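Kinetic fluorescence read (525 ex/598 em nm, three reads 60 s apart) of AP-site incision; signal = third minus first read. Enzyme 0.75 nM, dual-labelled THF duplex 50 nM, compound preincubation 15 min RT.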
JMJD2A Tudor: qHTS Assay for Inhibitors of JMJD2A-Tudor Domain; Lysine-specific demethylase 4A (Homo sapiens), O75164; AlphaScreen JMJD2A-Tudor / H3K4me3 peptide binding; Potency, µM (top dose mostly 114 µM), without a hit: at the top dose activity change, negative = inhibition, most hits filed as inhibitors; actives 4.4% (n = 390,000); AID 504339, 2011; also: % is scaled to controls: 0 for no effect and ±100 for the full control effect; nearly all actives have a fitted effect of over 50% in size
BLM inh: qHTS Assay for Inhibitors of Bloom's syndrome helicase (BLM); RecQ-like DNA helicase BLM (Homo sapiens), P54132; recombinant BLM DNA unwinding, fluorescence dequenching; Potency, µM (highest dose often 56.1 µM), for inactives: at the top dose activity change, negative = inhibition, usual class: inhibitors; actives 0.2% (n = 350,000); AID 2528, 2010;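 also: plate controls were vehicle for no effect and no enzyme for full effect; nearly all actives have a fitted effect of over 35% in size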
Target sequence (P54132 whole entry, looked up): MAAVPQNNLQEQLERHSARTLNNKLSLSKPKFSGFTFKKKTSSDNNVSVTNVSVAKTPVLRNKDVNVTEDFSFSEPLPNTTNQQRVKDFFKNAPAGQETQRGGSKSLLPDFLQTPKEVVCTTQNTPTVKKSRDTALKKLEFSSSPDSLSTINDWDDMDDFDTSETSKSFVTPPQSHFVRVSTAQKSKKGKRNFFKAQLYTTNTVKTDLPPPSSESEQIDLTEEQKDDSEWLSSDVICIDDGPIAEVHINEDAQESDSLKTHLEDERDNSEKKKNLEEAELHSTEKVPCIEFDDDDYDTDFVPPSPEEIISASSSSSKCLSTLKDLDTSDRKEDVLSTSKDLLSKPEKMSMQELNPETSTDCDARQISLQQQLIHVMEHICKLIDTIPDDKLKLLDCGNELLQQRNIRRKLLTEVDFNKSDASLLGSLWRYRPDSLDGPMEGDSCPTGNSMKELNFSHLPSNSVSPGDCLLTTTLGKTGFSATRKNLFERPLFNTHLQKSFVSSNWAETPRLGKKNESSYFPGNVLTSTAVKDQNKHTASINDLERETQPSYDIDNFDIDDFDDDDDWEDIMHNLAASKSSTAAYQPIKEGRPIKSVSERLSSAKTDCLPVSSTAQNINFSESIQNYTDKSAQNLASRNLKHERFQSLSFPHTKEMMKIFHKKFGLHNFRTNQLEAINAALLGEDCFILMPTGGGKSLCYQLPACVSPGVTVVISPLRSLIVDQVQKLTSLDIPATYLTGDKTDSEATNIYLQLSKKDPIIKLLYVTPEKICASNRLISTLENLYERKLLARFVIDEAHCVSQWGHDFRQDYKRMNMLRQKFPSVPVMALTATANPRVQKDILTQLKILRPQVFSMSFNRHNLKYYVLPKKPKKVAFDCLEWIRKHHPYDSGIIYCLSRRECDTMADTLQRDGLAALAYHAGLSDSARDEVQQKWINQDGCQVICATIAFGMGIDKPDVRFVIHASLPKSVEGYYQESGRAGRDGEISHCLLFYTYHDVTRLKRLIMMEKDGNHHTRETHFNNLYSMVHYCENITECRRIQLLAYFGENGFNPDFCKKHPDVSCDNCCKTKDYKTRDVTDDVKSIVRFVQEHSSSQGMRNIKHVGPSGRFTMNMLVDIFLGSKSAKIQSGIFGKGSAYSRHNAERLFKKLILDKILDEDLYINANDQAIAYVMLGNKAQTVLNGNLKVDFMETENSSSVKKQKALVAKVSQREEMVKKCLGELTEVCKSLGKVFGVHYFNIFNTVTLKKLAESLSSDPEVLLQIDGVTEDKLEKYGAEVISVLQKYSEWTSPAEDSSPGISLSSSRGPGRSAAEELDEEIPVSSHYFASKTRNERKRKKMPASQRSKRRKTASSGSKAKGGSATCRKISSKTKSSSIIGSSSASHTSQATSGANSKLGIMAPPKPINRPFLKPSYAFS
Pol eta inh: qHTS for Inhibitors of Polymerase Eta; DNA polymerase eta (Homo sapiens), Q9Y253; recombinant Pol eta, fluorescent DNA replication assay; Potency, µM (top dose mostly 114 µM), inactives show at the highest dose activity change, negative = inhibition, usual class: inhibitors; actives 1.2% (n = 390,000); AID 588591, 2011; also: % is scaled to controls: 0 for no effect and ±100 for the full control effect
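Fluorescent replication assay: 50 nM final substrate added after a 15 min room-temperature compound preincubation with 10 nM enzyme. Signal taken at 0 min and again at 10 min.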
POLB inh: qHTS Assay for Inhibitors of DNA Polymerase Beta; P06746; Pol beta primer extension/strand displacement, fluorescence kinetic; Potency, µM (titrated, usually from 114 µM), without a hit: at the top dose activity change, negative = inhibition, actives largely listed as inhibitors; actives 1.3% (n = 340,000); AID 485314, 2010; also: % is scaled to controls: 0 for no effect and ±100 for the full control effect
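10 nM enzyme + cpd, 15 min RT; start with substrate 50 nM final; read 0 min and after 10 min RT. Corrected, normalized data; 4-parameter Hill curve fit.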
POLI inh: qHTS for Inhibitors of Polymerase Iota; DNA polymerase iota (Homo sapiens), Q9UNA4; Pol iota fluorescent replication assay, 10 min; Potency, µM (titrated, usually from 115 µM), for inactives: at the highest dose activity, negative = inhibition, actives largely listed as inhibitors; actives 1% (n = 390,000)
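Fluorescent replication assay read twice, at 0 min and 10 min after adding 50 nM (final) substrate. Enzyme (10 nM) and compounds were first incubated 15 min at room temperature; enzyme-free buffer wells were negative controls.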
POLK inh: qHTS for Inhibitors of Polymerase Kappa; DNA polymerase kappa (Homo sapiens), Q9UBT6; purified Pol kappa, fluorescent DNA synthesis assay, 10 min; Potency, µM (series often up to 107 µM), inactives show at the highest dose activity, negative = inhibition, most hits filed as inhibitors; actives 0.53% (n = 400,000); also: % is scaled to controls: 0 for no effect and ±100 for the full control effect
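Pol kappa 10 nM + cpd, 15 min RT; start w/ substrate 50 nM final; fluorescence kinetic read, 0 and 10 min. Neg ctrl: buffer, no enzyme.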
Numbers without * were called inactive; ? = inconclusive; · = no result given; [ ] = dose if it differs, or a comment. Calls follow the shape of the dose curve; as a rule, active = well fitted curve in the direction sought with a large enough effect; inconclusive = small, poorly fitted or top-dose-only effect, or another doubt; inactive = no such curve, though single readings can be large; an effect the other way counts as inactive or inconclusive. Potency is read from the fitted curve at half-maximal effect. These rows are one share of the data. The share of hits here may be higher or lower than overall.

SMILES	BAZ2B inh	G9a block	APEX1 inh	JMJD2A Tudor	BLM inh	Pol eta inh	POLB inh	POLI inh	POLK inh
COc1ccc(COC(=O)C2CC(=O)N(Cc3ccc(C)cc3)C2)cc1 (configuration not stated)	-13%	34%	37%	-9%	-7%	-14%	-8%	8%	-7%
Cc1c(Cc2ccc3c(c2)OCO3)sc(NC(=O)c2ccc3ccccc3c2)c1C(N)=O	-6%	6.3µM*	-1%	-9%	-2%	-10%	1%	5%	-21%
COc1ccc(/C(N)=N/OC(=O)CCc2ccccc2)cc1OC	20%	·	-3%	9%	-6%	-7%	1%	-15%	-4%[60.1 µM]
CCc1ccc(S(=O)(=O)/N=C2\C=C(Nc3cccc(C(=O)O)c3)C(=O)c3ccccc32)cc1	10µM*	14µM*	37%	18µM*	25µM*	22µM*	?	1.1µM*	-24%
Cc1cccc(/C=N/NC(=O)c2ccc(NC(=O)c3ccccc3Cl)cc2)n1	1%	-12%[59 µM]	-2%[12.4 µM]	-7%	3%	-7%	-2%	28%	4%
CCOC(=O)CSc1ncnc2c1cnn2-c1ccc(Cl)cc1	25%	9%	-1%	14%	-2%	-7%	11%	-6%	3%
COc1cc(C(=O)Nc2ccn(C)n2)ccc1OC(F)F	-8%	4%[2.33 µM]	1%	-6%	·	-1%	·	-16%	-3%
COc1ccc(NC(=O)CCC(=O)Nc2nnc(CC(C)C)s2)cc1Cl	-7%	15%	0%	-5%	2%	-8%	2%	15%	6%
Fc1ccc(Nc2nc(-c3ccncc3)nc3ccccc23)cc1	-4%	-6%[59 µM]	1%	-3%	5%	2%	25%	-3%	-12%
Cc1cc(C)cc(Nc2ccc3nonc3c2[N+](=O)[O-])c1	·	·	·	?	·	-2%	·	-11%[58.9 µM]	-8%
CC1CCCCN1C(=O)CN1C(=O)CSc2ccc(S(=O)(=O)N3CCOCC3)cc21 (configuration not stated)	-2%	20%[59 µM]	14%	-33%	-2%	6%	47%	?	?
Cc1cc(-c2nnc3n2N=C(c2ccc(F)cc2)CS3)n[nH]1	-5%	-4%	-1%	10%	1%	-22%	0%	46%[activator]	1%
CC(=O)c1cccc(NC(=O)C(C)OC(=O)c2ccc(Br)o2)c1 (configuration not stated)	5%	11%[59 µM]	17%	-1%	·	-7%	·	24%	-18%
O=C(OCC(=O)N1CCCC1)c1cnc(Cl)c(Cl)c1	·	·	19%	-2%	·	-13%	·	-1%	-8%
Cc1ccc2cc(CCNC(=O)c3ccc(S(=O)(=O)N4CCOCC4)cc3)c(=O)[nH]c2c1	-14%	33%[activator]	11%	-4%	0%	-15%	3%	-6%	-10%
CCOC(=O)C1CCN(C(=O)c2cccc(S(=O)(=O)N3c4ccccc4CC3C)c2)CC1 (configuration not stated)	10%	-15%[59 µM]	12%	3%	·	-8%	·	-4%	-13%
CN(C1CCCCC1)S(=O)(=O)c1ccc(NC(=O)Cn2nc(-c3ccc(F)cc3)ccc2=O)cc1	-6%	15%[59 µM]	0%	-8%	0%	-4%	-4%	23%	-9%
N#CCCn1c(=O)c(-c2cccs2)nc2cnc(OCc3ccccc3)nc21	·	20%[12.7 µM]	4%	·	-1%	·	·	·	-5%[60.1 µM]
CCCCN=c1sc(C(=O)OC)cc(=O)n1CCCC	-2%	9%	-6%	-4%	-1%	-5%	1%	-5%	-2%
CCOC(=O)N1CCN(C(=O)CSc2nc(=O)n3cc(C)ccc3n2)CC1	-7%	-2%	2%	-3%	·	1%	·	-2%	-14%
CCCC(=O)N1CC(=O)Nc2ccc(Cl)cc2C1c1ccc(F)cc1 (configuration not stated)	4%	9%[59 µM]	·	-22%	-3%	-8%	27%	4%	-14%
Cc1cccc([C@@H](NC(=O)OC(C)(C)C)C(=O)OC(C)(C)C)c1	26%	-36%[0.501 µM]	2%	13%	·	-19%	·	22%	6%
COc1ccc(CCNC(=O)c2cccc(C(=O)NCCc3ccc(OC)cc3)n2)cc1	·	·	·	-6%	·	-25%	·	136%[activator]	-4%
CCOC(=O)C1=CN(Cc2cccc(-c3ccc4c(c3)OCO4)c2)S(=O)(=O)N(C)C1C (configuration not stated)	·	·	-7%	-10%	·	-16%	·	19%	-2%
COC(=O)c1ccc(CSc2nnnn2C)o1	-29%	-9%[59 µM]	0%	-7%	-2%	-6%	-9%	33%[activator]	-4%
CSC[C@@H]1NC(=S)N(c2ccc(C)cc2)C1=O	-1%	-4%	5%	-27%	0%	-5%	-23%	-6%	-10%
Cn1c(CCNC(=O)c2ccc(F)cc2)nc2ccccc21	-8%	-20%[59 µM]	-3%	0%	4%	-5%	25%	4%	-16%
CCN(CC(=O)NCc1cccs1)C(=O)c1ccc(S(=O)(=O)N(CC)c2ccccc2)cc1	9%	-6%[12.7 µM]	8%	-11%	·	-25%	·	23%	-11%
O=C(CCc1ccccc1)N1CCCC(Nc2ccc(F)cc2)C1 (configuration not stated)	-25%	-44%	-7%	-17%	0%	-4%	17%	2%	-19%
COc1ccc2c(c1)Sc1ccccc1N2	20µM*	3.5µM*	-6%	40µM*	-6%	-16%	1%	66%[activator]	1%

Next section; it opens with the three that closed the last part.
SMILES	BAZ2B inh	G9a block	APEX1 inh	JMJD2A Tudor	BLM inh	Pol eta inh	POLB inh	POLI inh	POLK inh
CCN(CC(=O)NCc1cccs1)C(=O)c1ccc(S(=O)(=O)N(CC)c2ccccc2)cc1	9%	-6%[12.7 µM]	8%	-11%	·	-25%	·	23%	-11%
O=C(CCc1ccccc1)N1CCCC(Nc2ccc(F)cc2)C1 (configuration not stated)	-25%	-44%	-7%	-17%	0%	-4%	17%	2%	-19%
COc1ccc2c(c1)Sc1ccccc1N2	20µM*	3.5µM*	-6%	40µM*	-6%	-16%	1%	66%[activator]	1%
CC(C)C[C@H](NC(=O)c1nc[nH]c1C(=O)NCCNC(=O)OC(C)(C)C)C(=O)CNCCNC(=O)c1[nH]cnc1C(=O)N[C@@H](C)C(=O)OC(C)(C)C	·	·	32%	-12%	·	-12%	·	29%	4%
Cc1ccc(Cn2c(C3CCCN3c3nc(-c4ccc(F)cc4)cs3)nc3cc(C(=O)NCCCO)ccc32)cc1 (configuration not stated)	·	·	·	-32%	·	-8%	·	-11%	-3%
COc1ccc(OC)c(C(=O)C2COC(=O)C2)c1 (configuration not stated)	6%	-1%[59 µM]	4%	-5%	-1%	-1%	9%	3%	4%
COC(=O)c1c(C)[nH]c(C(=O)CSc2nnnn2-c2ccccc2)c1C	4%	-45%[59 µM]	24%	-9%	-10%	0%	32%	?	-2%
Cc1ncccc1C(=O)N1CCCC(C(=O)c2ccc3c4c(cccc24)CC3)C1 (configuration not stated)	-15%	-26%	6%	-26%	-6%	-19%	-3%	147%[activator]	-20%
CC(=O)c1ccccc1NC(=O)COC(=O)Cc1cccc(C(F)(F)F)c1	52%[activator]	-14%[12.7 µM]	-15%	34%	·	-11%	·	7%	-18%
CCn1nc(NS(=O)(=O)c2ccccc2)c2cc3ccc(C)cc3nc21	-22%	34%	76%[activator]	-20%	1%	-7%	-8%	26%	15%
Cc1ccc(N2OC3C(=O)NC(=O)C3C2c2ccco2)cc1 (configuration not stated)	6%	-9%	-6%	-23%	6%	0%	6%	2%	8%
Cc1ccc(CNC(=O)c2sc3ccc(S(=O)(=O)N4CCCCC4)cc3c2N)cc1	0%	45µM*	-4%	·	-4%	·	-8%	·	·
COc1cccc(NC(=O)c2cccc(OC)c2OC)c1	-5%	1%[12.7 µM]	-5%	2%	-1%	0%	-2%	-4%	-7%
O=C(Nc1nnc(N2CCCCCC2)s1)c1cc(-c2ccc(Br)cc2)on1	10%	5%	-2%	-2%	0%	-1%	-12%	17%	4%
Cc1ccc(C(=O)NC(C)c2ccccc2)cc1Br (configuration not stated)	-13%	11%[59 µM]	5%	5%	-11%	-16%	-4%	21%	-2%
COc1ccc(NC(=O)CC2Oc3ccc(C)cc3NC2=O)cc1 (configuration not stated)	7%	?	-3%	-6%	1%	-9%	14%	24%	4%
COc1cccc(CC(=O)Nc2c(C(=O)N3CCN(c4ccccc4)CC3)oc3ccccc23)c1	0%	-9%[59 µM]	·	-12%	-1%	-10%	-1%	-1%	4%
Cc1cc(=O)oc2c(C)c(OCC(=O)N3CCN(c4cccc(Cl)c4)CC3)ccc12	-11%[57.1 µM]	3%	20%	-9%	-2%	-18%	4%	10%	10%
CCOc1ccc(CNC(=O)CCS(=O)(=O)c2cc3c4c(c2)CCN4C(=O)CC3)cc1OC	-5%	-8%[59 µM]	·	-2%	-1%	-8%	3%	17%	1%
C[C@H]1C[C@H]2[C@@H]3CCC4=CC(=O)C=C[C@]4(C)[C@@]3(F)[C@@H](O)C[C@]2(C)[C@@]1(O)C(=O)CO	·	6%[12.7 µM]	·	-4%	2%	-12%	·	18%	-4%
Cc1cccc(-c2nnc(SCC(=O)N3c4ccccc4CCc4ccccc43)n2C)c1	-29%	24%[59 µM]	?	-21%	0%	-14%	?	0%	-8%
O=C(Cn1nc(Cc2cccnc2)c2ccccc2c1=O)N1CCN(c2ccccc2F)CC1	-14%	-4%[59 µM]	·	-18%	-2%	3%	20%	45%[activator]	2%
COc1ccc(OC)c(CN2CCN(C(=O)c3cccc(S(=O)(=O)Nc4ccc(C)cc4)c3)CC2)c1	?	?	-1%	?	·	-9%	·	-1%	-6%
O=C(Cn1cnc2c(oc3ccccc32)c1=O)NCC1CCCO1 (configuration not stated)	-2%	29%[12.7 µM]	0%	-13%[57.1 µM]	1%	2%	22%	6%	-18%
O=C(Cn1cc(C(F)(F)F)ccc1=O)N/N=C/c1ccc(Cl)c(Cl)c1	8%	8%	?	-18%	2%	-19%	-2%	-6%	0%
Cc1cnc(CNc2ncncc2-c2ccc(N(C)C)cc2)cn1	·	-46%[0.501 µM]	-1%	·	-5%	·	·	·	7%[60.1 µM]
